Assay outcomes: PubChem BioAssay, several laboratories
Wee1 stabilizer: Wee1 degradation inhibitors, primary screen, cell-based, HeLa, Wee1K328M-luciferase, luminescence; Wee1-like protein kinase (Homo sapiens), P30291; HeLa Luc-Wee1K328M stability; 100% = proteasome inhibitor MG132 effect; reporter increase, % at 5 µM; hit rate 1.2% among 220,000; AID 1321, 2008;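 active = activation above the mean of all tested compounds plus 3 SD, set per screening run, cut at about 8.8% in these data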;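 also: cells exposed to compound for 20 h before luminescence read; 0% = DMSO alone and 100% = MG132 at 30 µM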
KLK5 inh: human KLK5 protease inhibitors, primary screen, biochemical, 1536-well; inhibition, % at 5 µM; AID 873, 2007; Kallikrein-5 (Homo sapiens), Q9Y337; hit rate 0.59% among 210,000; recombinant hK5, fluorogenic AMC substrate cleavage;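 active = inhibition of 40% or more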;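 also: 0% = enzyme controls without compound and 100% = no-enzyme blanks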
Target sequence (Q9Y337 67-293 limits assumed): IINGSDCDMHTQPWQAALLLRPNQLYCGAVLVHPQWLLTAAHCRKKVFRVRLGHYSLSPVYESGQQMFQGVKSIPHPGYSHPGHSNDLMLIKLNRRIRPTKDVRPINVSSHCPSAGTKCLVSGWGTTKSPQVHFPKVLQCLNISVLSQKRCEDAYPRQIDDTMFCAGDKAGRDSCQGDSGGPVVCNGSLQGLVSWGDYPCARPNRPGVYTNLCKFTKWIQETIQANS
PERK inh: block of dimerizer-induced PERK translation repression, primary screen, PERK inhibitor project, CHO PERK-DD cells, SEAP luminescence, HTS. hit rate 0.17% among 220,000. CHO PERK-DD fusion, SEAP luminescence translation reporter. inhibition, % at 5.6 µM;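 active = inhibition above the mean inhibition of all tested compounds plus 3 SD, set separately per screening campaign, cut at about 2.9% in these data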;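 also: PERK kinase domain activated by AP20187 dimerizer at 100 nM; 0% = DMSO with dimerizer and 100% = rapamycin at 8.4 µM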
Cl transport mod: KCC2 cotransporter modulators, thallium flux, primary screen, cell-based, HEK293 KCC2, FluoZin-2 fluorescence, MLSMR; Solute carrier family 12 member 5 (Homo sapiens), Q9H2X9; KCC2 cells, thallium flux FluoZin-2 fluorescence; B-score of Tl+ flux slope (higher = more flux/activation; lower = inhibition) at 10 µM; hit rate 2.2% among 190,000;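 active = thallium flux slope and its plate-corrected score both differing from the plate sample mean at a set confidence after two filtering rounds, in either direction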;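 also: slope of fluorescence scaled to starting intensity during 10 to 20 s after thallium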
thrombin 1536: human alpha-thrombin inhibitors, primary screen, counter-screen for coagulation protease inhibitor project, biochemical, 1536-well, fluorogenic AMC substrate | Prothrombin (Homo sapiens), P00734 | Boc-VPR-AMC fluorogenic substrate cleavage | inhibition, % at 5 µM | hit rate 0.26% among 220,000 | AID 1046, 2008;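 active = inhibition at or above 40%; inactive = inhibition below 40%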;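 also: 0% = enzyme with no compound and 100% = wells without enzyme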
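Test system: human alpha-thrombin protein / Dosing: one concentration per compound, 5 µM, with 0.2% DMSO / Medium: pH 7.5 Tris-saline with Tween 20 / Benchmarks: no-compound enzyme wells and no-enzyme blanks / Read-out basis: percent inhibition of thrombin substrate cleavage / Timing: reaction at room temperature / Measured by: fluorescence, ex 355 nm, em 460 nm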
FXIa inh 1536: human FXIa protease inhibitors, primary screen, biochemical, 1536-well; AID 798, 2007; hit rate 0.14% among 220,000; inhibition, % at 5 µM; purified FXIa, Boc-Glu-Ala-Arg-AMC fluorogenic substrate;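 active = inhibition of at least 40%; inactive = inhibition below 40%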;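 also: fluorescence of freed AMC excited at 355 nm; 0% = enzyme without compound and 100% = no enzyme blank; many of its hits are not listed in these tables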
p97 inhibitor: inhibitors of human p97 ATPase, primary screen, biochemical. hit rate 0.42% among 220,000. Transitional endoplasmic reticulum ATPase (Homo sapiens), P55072. inhibition, % at 8 µM. recombinant p97 ATPase, Kinase-Glo ATP luminescence, 3 h; in the data active = inhibition above about 15%;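 also: 0% = DMSO vehicle and 100% = wells lacking enzyme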
Furin inh: human furin inhibitors, primary screen, biochemical, fluorescence intensity | P09958 | purified furin, fluorogenic substrate cleavage | inhibition, % at 30 µM | hit rate 0.061% among 220,000 | AID 463115, 2010; in the data active = inhibition above about 25%; also: inactives centre near -15
FXIIa inh 1536: human FXIIa protease inhibitors, primary screen, biochemical, 1536-well | purified FXIIa, Boc-QGR-AMC fluorogenic substrate, 2 h | Coagulation factor XII (Homo sapiens), P00748 | inhibition, % at 5 µM | hit rate 0.3% among 220,000; in the data active = inhibition above about 40%;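 also: 0% = enzyme with no compound and 100% = blank without enzyme; many of its hits are not listed in these tables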
Target sequence (P00748 20-372 limits assumed): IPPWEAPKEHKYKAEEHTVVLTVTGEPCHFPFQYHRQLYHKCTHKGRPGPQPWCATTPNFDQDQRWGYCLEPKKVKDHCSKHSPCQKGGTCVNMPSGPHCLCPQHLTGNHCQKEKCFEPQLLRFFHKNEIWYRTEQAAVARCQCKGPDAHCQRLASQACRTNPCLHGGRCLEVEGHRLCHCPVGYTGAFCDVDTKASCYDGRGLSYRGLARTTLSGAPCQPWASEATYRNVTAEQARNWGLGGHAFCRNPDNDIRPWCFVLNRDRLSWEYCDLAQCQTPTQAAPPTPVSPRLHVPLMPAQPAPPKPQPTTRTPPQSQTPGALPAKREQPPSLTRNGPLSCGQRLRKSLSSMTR
Target sequence (P00748 373-615 limits assumed): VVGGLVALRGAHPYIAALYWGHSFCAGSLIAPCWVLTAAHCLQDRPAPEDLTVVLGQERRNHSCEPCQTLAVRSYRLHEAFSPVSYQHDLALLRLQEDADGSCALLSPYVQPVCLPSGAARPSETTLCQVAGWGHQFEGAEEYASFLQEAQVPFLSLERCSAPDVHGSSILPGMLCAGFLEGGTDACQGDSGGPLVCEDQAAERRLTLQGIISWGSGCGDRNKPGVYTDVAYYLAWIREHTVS
* = called active by the depositor; . = no result given; [ ] = another dose, or the depositor's remark.

SMILES | Wee1 stabilizer | KLK5 inh | PERK inh | Cl transport mod | thrombin 1536 | FXIa inh 1536 | p97 inhibitor | Furin inh | FXIIa inh 1536
O=S(=O)(Nc1ccc2cn[nH]c2c1)c1ccccc1 | -2 | -1 | -0.9 | -0.37 | -11 | -8 | -2 | -24 | 2
COc1ccc(-c2noc(CCCC(=O)N3CCOCC3)n2)cc1 | -1 | 1 | 1.3 | . | 2 | 3 | 6 | -18 | 6
CCSc1ccccc1C(=O)Nc1cccc(OC)c1 | 4 | -1 | -0.4 | . | 4 | 8 | 3 | -13[20 µM] | 18
COCCn1c(Cc2cccn2C)nnc1SCC(=O)Nc1nccs1 | -2 | . | -0.2 | -0.6 | -1 | -6 | -4 | -20 | 3
CCOC(=O)N1CCC(N2Cc3cccc(C(=O)Nc4cc(F)ccc4F)c3C2=O)CC1 | -2 | 6 | 0.9 | -0.26 | 1 | 1 | 0 | -26 | 16
Cc1ccc(C(=O)NCc2ccccn2)c(Cl)c1 | 3 | 6 | 0.7 | -0.12 | 5 | -1 | -2 | -3[20 µM] | 0
Cc1ccc(-c2nn(CC(N)=O)c(=O)c3ccccc23)cc1S(=O)(=O)N(C)C | -2 | -25 | -0.5 | . | -6 | -2 | 2 | -25[20 µM] | -4
CCOc1ccccc1NC(=O)C(=O)NCCC1=CCCCC1 | 0 | -3 | 0.6 | 0.34 | -6 | -4 | -1 | -17 | 8
COc1ccc(OC)c(N/C(=N/C(=S)Nc2ccccc2)Nc2nc(C)cc(C)n2)c1 | -2 | -1 | -0.1 | 0.18 | 2 | -4 | 10 | -9 | 6
CC(c1ccccc1)C(CC(=O)O)C(=O)NC1CCCCC1 (stereo unspecified) | 0 | -4 | 1.1 | 0.78 | -2 | -7 | -9 | -3 | -3
CC(C)(C)c1ccc(C(=O)NCC(=O)OCc2ccc([N+](=O)[O-])cc2)cc1 | -2 | -4 | 0.1 | -0.053 | 11 | 5 | 2 | -12 | 3
COc1ccc([N+](=O)[O-])cc1/C=N/NC(=O)c1nonc1N | -2 | 0 | 1.6 | -0.48 | 1 | 2 | 6 | -12 | 21
O=[N+]([O-])c1ccccc1Oc1ccccc1Cl | 1 | -26 | 1.0 | 0.36 | -1 | 8 | 4 | -19 | 16
COC(=O)[C@H]1C[C@@H]1[C@H](NC(=O)OCc1ccccc1)c1ccccc1 | -3 | -13 | -0.3 | -0.58 | -4 | -5 | 0 | -11 | 4
Cc1ccc(SCC(=O)Nc2cccc(-c3nnc(-c4ccco4)o3)c2)cc1 | 2 | -24 | 1.1 | . | -3 | 16 | 0 | -11[20 µM] | 22
CC(C)OC(=O)c1cn(-c2ccccc2)nc1-c1ccco1 | 2 | -3 | -0.4 | . | -6 | -5 | 5 | -16[20 µM] | 2
O=C(NC(=S)Nc1ccccc1)c1csnn1 | 2 | -17 | 0.2 | 43* | 3 | 9 | 2 | -19 | 14
CCc1nccn1S(=O)(=O)c1ccc2ccc(C)cc2c1 | 0 | -23 | 0.1 | -0.54 | 2 | -16 | -5 | -7[20 µM] | 7
O=C1c2cccc3cccc(c23)C(=O)N1c1nccs1 | -1 | -23 | 2.3 | . | 0 | 6 | 11 | -16 | 8
COc1ccc(-c2[nH]nc3oc(=O)cc(C)c23)cc1 | 1 | -17 | -0.5 | 1.9 | 2 | 9 | -4 | -10[20 µM] | 15
Cc1cccc(NC(=O)Cc2cccs2)n1 | 0 | 1 | 0.2 | 0.81 | -1 | 6 | 4 | -15[20 µM] | 12
O=C(CNS(=O)(=O)c1cccc2nsnc12)NCc1ccc(Cl)cc1 | 0 | 8 | -0.9 | -0.58 | 3 | -4 | -1 | -9 | 11
CCOc1cccc(C(=O)Nc2cccc(-c3nnc(-c4ccc(C)cc4)o3)c2)c1 | -3 | 18 | -0.1 | -1.3 | 13 | 2 | -3 | -11[20 µM] | -2
CCOc1cc(N2CCOCC2)c(OCC)cc1NC(=O)CC12CC3CC(CC(C3)C1)C2 | -1 | -7 | -2.4 | -0.43 | 0 | 0 | -6 | -17[20 µM] | 4
COC(=O)C1=C2SC(C)C(=O)N2C(N)=C(C#N)C1c1cc(OC)c(OC)c(OC)c1 (stereo unspecified) | -2 | -1 | 0.1 | 0.019 | 0 | -4 | 4 | -15 | 14
O=C(CS(=O)(=O)Cc1ccccc1)NCC1CCCO1 (stereo unspecified) | -2 | -11 | -0.2 | -0.44 | 4 | 3 | -2 | -1[20 µM] | 16
CNC(=S)N/N=C/c1ccc(-c2ccc(C(=O)O)cc2)o1 | -3 | 2 | 2.5 | -0.22 | -2 | -4 | -60 | -14 | 3
N/C(=N\c1nc(CSc2nnnn2-c2ccccc2)cc(=O)[nH]1)Nc1ccccc1 | -1 | 18 | -0.5 | 0.056 | 35 | 31 | -2 | -7 | 25
COCCNC(=O)C1CC2Cn3c(nc4cc5ccccc5cc43)C2N1C (stereo unspecified) | . | 3 | . | -0.28 | 0 | 2 | . | -22 | 8
CCOc1cccc2cc(-c3csc(NC(=O)CCC(=O)NCCN4CCCCC4C)n3)c(=O)oc12 (stereo unspecified) | 2 | -2 | -0.1 | 0.57 | 2 | -4 | 2 | -11 | 9
O=[N+]([O-])c1cccc(N=NN(CCO)c2cccc([N+](=O)[O-])c2)c1 | 2 | -9 | -0.1 | 0.48 | -3 | 4 | -3 | -21[20 µM] | 14
O=c1[nH]c2cc3ccccc3cc2nc1C(F)(F)F | 1 | -7 | 0.3 | 0.5 | -14 | -5 | 1 | -6 | 2
O=C(NCCNc1ccc([N+](=O)[O-])cc1C(F)(F)F)c1cccc(F)c1 | 0 | -6 | 0.0 | 0.23 | -6 | 7 | 3 | -12 | 13
COc1cc(C(CCN2CCCC2)c2c(OC)cc(OC)c3ccc(=O)oc23)cc(OC)c1OC (stereo unspecified) | . | 0 | . | 0.35 | 0 | 1 | . | -21 | 8
CCCCOc1ccc(-c2nnn(CC(=O)c3c[nH]c4ccccc34)n2)cc1 | 3 | 1 | 1.3 | 1.7 | -4 | -4 | 4 | 3[20 µM] | 9
COc1cc(-c2nc(S(=O)(=O)c3ccc(Cl)cc3)c(N(C)C)o2)cc(OC)c1OC | 9 | -11 | 0.4 | 0.018 | 2 | 6 | 2 | -16[20 µM] | 11
Fc1ccc(C(c2ccc(F)cc2)N2CCN(C/C=C/c3ccccc3)CC2)cc1 | -4 | -12 | -0.4 | 1.2 | . | 9 | 0 | -9 | 13
CC(C)NC(=O)Cn1cc(C(=O)C2CC2)c2ccccc21 | 1 | 3 | 0.2 | 0.34 | -5 | -2 | 5 | -23 | 10
c1ccc(C2CC(c3ccccc3)n3c(nc4ccccc43)N2)cc1 (stereo unspecified) | 0 | 2 | 0.1 | 0.3 | -7 | -11 | -3 | -11 | 6
NC(=O)CN1C(=O)C2C3C=CC(C3)C2C1=O (stereo unspecified) | -1 | -14 | 1.2 | . | 1 | -3 | 4 | -14 | 15

Single records (already shown). Order of values: Wee1 stabilizer	KLK5 inh	PERK inh	Cl transport mod	thrombin 1536	FXIa inh 1536	p97 inhibitor	Furin inh	FXIIa inh 1536
Listed for CC(c1ccccc1)C(CC(=O)O)C(=O)NC1CCCCC1 (stereo unspecified) = 0	-4	1.1	0.78	-2	-7	-9	-3	-3
Listed for CCCCOc1ccc(-c2nnn(CC(=O)c3c[nH]c4ccccc34)n2)cc1 = 3	1	1.3	1.7	-4	-4	4	3[20 µM]	9

New compounds follow:
SMILES | Wee1 stabilizer | KLK5 inh | PERK inh | Cl transport mod | thrombin 1536 | FXIa inh 1536 | p97 inhibitor | Furin inh | FXIIa inh 1536
O=C(O)c1cc([N+](=O)[O-])ccc1Nc1ccccc1 | -2 | -3 | 0.5 | -3.1 | -11 | 6 | 5 | -5 | 15
CC(C)CCNC(=O)Cc1csc(-c2ccccc2)n1 | 4 | -2 | 0.6 | -1.8 | 6 | -3 | 12 | -27 | 1
Cc1nn2c(N3CCN(CCO)CC3)c3c(nc2c1-c1ccccc1)CCCC3 | 0 | 0 | -0.8 | -0.87 | 0 | -4 | -7 | -20 | 10
O=C(Nc1ccc(Cl)cc1)[C@@H]1[C@@H]2C(=O)N(c3ccc(Cl)cc3Cl)C(=O)[C@@H]2[C@H]2C=CC=NN21 | -2 | -14 | 1.5 | 0.0055 | -11 | -1 | 6 | -16[20 µM] | 0
O=C(NC1CC2CCC1C2)c1ccc(CN2CCOCC2)cc1 (stereo unspecified) | 1 | -10 | 0.8 | -0.59 | -6 | -6 | -5 | -9[20 µM] | -1
Cc1cc(C)cc(N(CC(=O)Nc2cccc(C)n2)S(=O)(=O)c2c(C)noc2C)c1 | 2 | -7 | -1.0 | -2.1 | -1 | 10 | -3 | -14 | 12
Cc1ccc(Cn2ncc3c(N4CCN(C5CCCC5)CC4)ncnc32)cc1 | 0 | 0 | -0.5 | 0.23 | -6 | -3 | -7 | -12 | 8
Cc1ccccc1/C(N)=N/OC(=O)/C=C/c1ccccc1 | -1 | 1 | 1.1 | -0.15 | -1 | 5 | 2 | -17[20 µM] | 13
CCn1c(=O)cc(OCC(=O)NCc2ccco2)c2ccccc21 | -1 | 7 | -0.5 | . | -4 | 1 | 7 | -8 | -12
CC(CNC(=O)COc1ccccc1)OC(=O)Nc1cccc(Cl)c1 (stereo unspecified) | -1 | -13 | 0.8 | 0.013 | -1 | 8 | 0 | -14 | 18
COc1ccccc1OCC(=O)Nc1ccc(Cl)cc1 | 0 | -2 | 0.4 | 0.93 | 11 | 3 | 4 | 2[20 µM] | 9
CCCCn1c(SCC(=O)NCc2ccco2)nc2cc(S(N)(=O)=O)ccc21 | 4 | -12 | -0.3 | . | -6 | -5 | -1 | -10[20 µM] | 1
CN1CCN(C(=O)c2cnn(-c3ccccc3)c2NC(=O)c2cccs2)CC1 | -2 | 1 | 0.1 | 0.053 | -7 | -12 | 3 | -27 | -6
Cc1ccc(NC(=S)N(Cc2ccc(Cl)cc2)Cc2ccc(C(=O)O)cc2)cc1Cl | -2 | -2 | 1.5 | 0.08 | -1 | 3 | 3 | -18 | 7
CC1=NN2C(=N)/C(=C\c3cc(C)n(-c4ccccc4)c3C)C(=O)N=C2S1 | -2 | -2 | 1.1 | -0.38 | -8 | -3 | 5 | -20 | 4
CC(=O)Nc1ccc(N(C)S(C)(=O)=O)cc1 | -2 | -2 | 0.9 | -1.7 | 2 | 2 | 8 | -30[20 µM] | 15
NS(=O)(=O)c1ccc(CCNC(=O)c2ccc([N+](=O)[O-])cc2[N+](=O)[O-])cc1 | -1 | -2 | -0.4 | 0.87 | 4 | 0 | 0 | -27 | 9
CCCNC(=O)c1ccc2nc(-c3ccccc3)c(-c3ccccc3)nc2c1 | -1 | -7 | 0.3 | -0.67 | -9 | 3 | 2 | -15[20 µM] | 14
Cc1c(Nc2c3c(c(C#N)c4nc5ccccc5n24)CCC3)c(=O)n(-c2ccccc2)n1C | -3 | 8 | 0.7 | . | 3 | 2 | 6 | -35 | 13
COc1ccccc1/C=N/NC(=O)c1ccc(N(C)S(=O)(=O)c2ccccc2)cc1 | 0 | . | 0.4 | -1.3 | -1 | 0 | 8 | -25 | 8

Outcome played no part in choosing rows. Share with any hit: about 4.4%.
